TRHR enhancer = qHTS for Small Molecule Agonists and Allosteric Enhancers of Human TRH Receptor: Primary Screen for Enhancers; Thyrotropin-releasing hormone receptor (Homo sapiens), P34981; TRHR cells, fluo-8 calcium fluorescence, EC20 TRH enhancement; enhancement, % at 2 µM; 0.66% of 360,000 active; in the data active means enhancement above about 30%; further: 0% is about no effect
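TRHR-expressing cells loaded with fluo-8 calcium dye were read kinetically (ex 480/em 530) during compound addition, then stimulated with an EC20 of TRH (10 nM final). Enhancement of the Gq-mediated intracellular calcium response was scored.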
IDH1 R132H inh = qHTS for Inhibitors of mutant isocitrate dehydrogenase 1 (IDH1): qHTS; Isocitrate dehydrogenase [NADP] cytoplasmic (Homo sapiens), O75874; IDH1-R132H enzyme, NADPH consumption, diaphorase/resazurin fluorescence; Potency, µM (titrated, usually from 76.6 µM), inactives show at the highest dose activity change, negative = inhibition, hits mostly inhibitors; 0.093% of 390,000 active; AID 602179, 2012; further: potency means the concentration at half of the fitted maximal effect; on the % scale 0 is the no-effect control and ±100 the full control effect; nearly all actives have a fitted effect of over 65% in size
Target sequence (O75874 whole entry R132H, stated change not applied): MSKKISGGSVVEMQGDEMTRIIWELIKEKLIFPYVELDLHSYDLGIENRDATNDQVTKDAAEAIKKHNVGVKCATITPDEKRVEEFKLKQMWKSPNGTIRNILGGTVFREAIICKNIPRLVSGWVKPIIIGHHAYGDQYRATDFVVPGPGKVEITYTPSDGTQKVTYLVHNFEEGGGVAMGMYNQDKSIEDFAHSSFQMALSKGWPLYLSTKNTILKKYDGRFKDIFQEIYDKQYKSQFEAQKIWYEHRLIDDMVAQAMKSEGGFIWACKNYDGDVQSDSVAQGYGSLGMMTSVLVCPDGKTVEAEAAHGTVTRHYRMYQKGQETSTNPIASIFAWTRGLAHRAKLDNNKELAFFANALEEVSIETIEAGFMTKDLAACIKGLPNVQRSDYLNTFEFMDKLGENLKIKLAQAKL
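IDH1-R132H (0.5 ug/mL dispensed) in pH 7.5 Tris buffer was preincubated 30 min with compound, then given a substrate mix of 0.016 mM NADPH and 2 mM alpha-KG for 80 min at room temperature; remaining NADPH was read by diaphorase/resazurin fluorescence.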
USP1-UAF1 inh = Inhibitors of USP1/UAF1: Primary Screen; Potency, µM (top dose mostly 57.1 µM), for the others: at the top dose activity change, negative = inhibition, usual class: inhibitors; AID 743255, 2014; Ubiquitin carboxyl-terminal hydrolase 1 (Homo sapiens), O94782; 0.23% of 390,000 active; recombinant USP1/UAF1, Ub-Rhodamine cleavage fluorescence; further: potency means the concentration at half of the fitted maximal effect; on the % scale 0 is the no-effect control and ±100 the full control effect; nearly all actives have a fitted effect of over 60% in size; inactives centre near -12
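1 nM enzyme complex + cpd, 15 min RT; start with Ub-Rho 150nM final; kinetic fluorescence ex 480/em 540, 6 reads q60 s. Buffer 50mM HEPES pH 7.8, 0.5mM EDTA, 0.1 mg/ml BSA, 1mM TCEP, 0.01% Tween-20.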
TrxR1 substrate = qHTS Assay for Substrates of Mammalian Selenoprotein Thioredoxin Reductase 1 (TrxR1): qHTS | 0.01% of 390,000 active | Thioredoxin reductase 1, cytoplasmic (Rattus norvegicus), O89049 | AID 588456, 2011 | Potency, µM (top dose mostly 114 µM), for inactives: at the top dose activity change, negative = substrate turnover | purified TrxR1 substrate turnover, NADPH consumption readout; further: potency means the concentration at half of the fitted maximal effect; on the % scale 0 is the no-effect control and ±100 the full control effect; nearly all actives have a fitted effect of over 50% in size
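Rat TrxR1, dispensed at 90 nM, was prereduced with 400 uM NADPH (final) for 5 min at ~22 deg C, then incubated with compound 15 min before 400 uM selenite. A first-read NADPH fluorescence drop versus no-compound background flagged substrates.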
TRHR agonist = qHTS for Small Molecule Agonists and Allosteric Enhancers of Human TRH Receptor: Primary Screen for Agonists | activation, % at 2 µM | AID 493084, 2011 | TRHR cells, calcium flux fluo-8, FDSS agonist mode | Thyrotropin-releasing hormone receptor (Homo sapiens), P34981 | 0.18% of 360,000 active; in the data active means activation above about 30%; further: 0% is about no effect
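TRHR-expressing cells, plated overnight in medium with 10% serum, were loaded with fluo-8 calcium dye at room temperature. After a 10 s baseline, library compound was pin-added and calcium release was recorded kinetically (ex 480/em 530) as agonist response.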
D2 agonist = HTS Assay for Allosteric Agonists of the Human D2 Dopamine Receptor: Primary Screen for Agonists; D(2) dopamine receptor (Homo sapiens), P14416; HEK293 T-REx D2 cells, calcium flux agonist mode; activation, % at 2 µM; 0.53% of 340,000 active; AID 485358, 2010;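 active means activation over 3 SD above normal in the single-dose calcium agonist read, cut at about 30% in these data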; further: 0% is about no effect
Target sequence (P14416 whole entry, looked up): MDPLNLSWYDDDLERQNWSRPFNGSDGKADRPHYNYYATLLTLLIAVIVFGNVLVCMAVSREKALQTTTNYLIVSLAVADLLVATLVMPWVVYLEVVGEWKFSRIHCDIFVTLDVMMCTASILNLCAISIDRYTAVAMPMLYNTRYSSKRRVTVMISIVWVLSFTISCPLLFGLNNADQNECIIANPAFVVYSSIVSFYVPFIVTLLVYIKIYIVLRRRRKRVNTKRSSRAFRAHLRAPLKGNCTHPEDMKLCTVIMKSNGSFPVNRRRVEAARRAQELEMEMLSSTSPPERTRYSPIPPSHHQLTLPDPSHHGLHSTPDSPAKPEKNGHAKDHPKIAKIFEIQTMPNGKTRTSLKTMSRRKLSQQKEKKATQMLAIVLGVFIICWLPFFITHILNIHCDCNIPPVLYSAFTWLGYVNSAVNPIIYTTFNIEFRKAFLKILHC
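In this primary screen, compounds producing a positive calcium signal within 180 s of addition to tetracycline-induced, force-coupled HEK293 Trex D2 cells are flagged; cells are dye-loaded with a no-wash calcium kit beforehand.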
Pin1 inhibitor = qHTS Assay to Find Inhibitors of Pin1; Pin1 FP peptide displacement, HiFluor488, 10 min; Peptidyl-prolyl cis-trans isomerase NIMA-interacting 1 (Homo sapiens), Q13526; Potency, µM (series often up to 115 µM), for inactives: top-dose activity, negative = inhibition, usual class: inhibitors; 0.009% of 390,000 active; AID 504891, 2011; active means well fitted inhibition curve with a large enough effect in the polarisation, with a control signal flat, not every such curve was filed as active; inconclusive means small, poorly fitted or top-dose-only effect, or effect the other way, or a change in a side signal; inactive means no such curve, though single readings can be large or run the other way; the % refers to the polarisation; further: potency means the concentration at half of the fitted maximal effect; on the % scale 0 is the no-effect control and ±100 the full control effect
Target sequence (Q13526 whole entry, looked up): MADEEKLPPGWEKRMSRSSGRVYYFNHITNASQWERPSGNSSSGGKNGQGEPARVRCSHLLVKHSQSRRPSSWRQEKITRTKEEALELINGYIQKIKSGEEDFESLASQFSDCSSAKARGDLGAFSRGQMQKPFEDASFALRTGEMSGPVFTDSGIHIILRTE
TrxR1 inh = qHTS Assay for Inhibitors of Mammalian Selenoprotein Thioredoxin Reductase 1 (TrxR1): qHTS; Potency, µM (doses to about 114 µM), for the others: at the top dose activity change, negative = inhibition, most hits filed as inhibitors; 1% of 390,000 active; recombinant rTrxR1, NADPH fluorescence consumption, selenite substrate; further: potency means the concentration at half of the fitted maximal effect; on the % scale 0 is the no-effect control and ±100 the full control effect; nearly all actives have a fitted effect of over 65% in size
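Rat TrxR1 (90 nM in the dispensed reagent) was pre-reduced with 400 uM NADPH for 5 min at room temperature, then incubated with compound for 15 min. After 400 uM selenite was added, NADPH fluorescence (Ex 340/Em 450 nm) was followed for 8 min.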
D2 antagonist = HTS Assay for Allosteric Antagonists of the Human D2 Dopamine Receptor: Primary Screen for Antagonists | HEK293 TREx D2 cells, calcium flux, dopamine EC80 | inhibition, % at 10 µM | 2% of 340,000 active | D(2) dopamine receptor (Homo sapiens), P14416; in the data active means inhibition above about 30%; further: 0% is about no effect
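Read-out: kinetic calcium fluorescence (1 cycle/s) in inducible HEK293 T-REx D2 cells after an EC80 dopamine addition that followed 180 s compound preincubation. Loss of the dopamine response indicates antagonism.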
The depositor's hits bear a star; [ ] = remark or other dose. Unless noted, the call rests on the fitted dose curve; in most records, active means well fitted inhibition curve with a large enough effect; inconclusive means small, poorly fitted or top-dose-only effect; inactive means no such curve, though single readings can be large or run the other way. These rows are one share of the data, so the mix of outcomes need not match the whole.

COc1cc(CCC(=O)NC2(C)CCS(=O)(=O)C2)cc(OC)c1OC (centres undefined) was read as TRHR enhancer -1, IDH1 R132H inh -7%, USP1-UAF1 inh 2%, TrxR1 substrate 0%, TRHR agonist 0.7, D2 agonist 1.0, Pin1 inhibitor 1%, TrxR1 inh 1% and D2 antagonist -12.
For COC(=O)c1c(NC(=O)CSc2nnnn2-c2ccccc2)sc2c1CCC(C(C)(C)C)C2 (centres undefined) the results were TRHR enhancer -11, IDH1 R132H inh 0%, USP1-UAF1 inh -21%, TrxR1 substrate -8%, TRHR agonist 0.0, D2 agonist -0.1, Pin1 inhibitor 51%[activator], TrxR1 inh -11% and D2 antagonist 0.
`CCS(=O)(=O)Nc1cccc(C2=NN(C(C)=O)C(c3cccs3)C2)c1` (centres undefined) gave TRHR enhancer 9, IDH1 R132H inh 0%, USP1-UAF1 inh 0%, TrxR1 substrate -14%, TRHR agonist 0.2, D2 agonist -0.3, Pin1 inhibitor 3%, TrxR1 inh -23% and D2 antagonist -2.
`Cc1cc(Br)ccc1NC(=O)c1cc2c(=O)n(C)c3cc(Cl)ccc3c2s1` gave TRHR enhancer 2, IDH1 R132H inh 3%, USP1-UAF1 inh -25%, TrxR1 substrate 2%, TRHR agonist 1.0, D2 agonist 1.6, Pin1 inhibitor 1% and TrxR1 inh 34%.
Screening COc1ccc(OC)c(CCNC(=O)CCC(=O)N2CCOc3ccc(C)cc32)c1 returned TRHR enhancer -5, IDH1 R132H inh 10%, USP1-UAF1 inh -14%, TrxR1 substrate -7%[57.1 µM], TRHR agonist -0.5, D2 agonist 0.6, Pin1 inhibitor 1%, TrxR1 inh 4%[57.1 µM] and D2 antagonist -19.
Screening Cc1ccc(NC(=O)c2nc(-c3ccncc3)no2)c(Cl)c1 returned TRHR enhancer 3, IDH1 R132H inh -24%, USP1-UAF1 inh -1%, TrxR1 substrate 6%, TRHR agonist -0.3, D2 agonist -0.1, Pin1 inhibitor 2% and TrxR1 inh 14%[11.4 µM].
For O=C(NCC1CCCO1)c1cc2ccccc2nc1Cl (centres undefined) the results were TRHR enhancer 12, IDH1 R132H inh -7%, USP1-UAF1 inh -2%, TrxR1 substrate -8%, TRHR agonist -0.1, Pin1 inhibitor -7% and TrxR1 inh -13%.
Cc1noc(C)c1C(=O)N1CCC(C(=O)c2ccc(F)cc2F)CC1 was read as TRHR enhancer 5, IDH1 R132H inh 0%, USP1-UAF1 inh -15%, TrxR1 substrate -21%[57.1 µM], TRHR agonist 0.2, Pin1 inhibitor -5% and TrxR1 inh 13%[57.1 µM].
Cc1cc(=O)nc2c3ccccc3n(C(C)C(=O)NCCN3CCOCC3)n12 (centres undefined) was read as TRHR enhancer -6, IDH1 R132H inh -2%, USP1-UAF1 inh -17%, TrxR1 substrate 4%, TRHR agonist 0.3, D2 agonist 1.2, Pin1 inhibitor -9%, TrxR1 inh 1% and D2 antagonist 12.
For O=C(CSc1n[nH]c(=O)n1C1CC1)Nc1ccc(F)c([N+](=O)[O-])c1 the results were TRHR enhancer 5, IDH1 R132H inh 9%, USP1-UAF1 inh -15%, TrxR1 substrate -6%, TRHR agonist -0.1, D2 agonist 0.7, Pin1 inhibitor -1%, TrxR1 inh -5% and D2 antagonist 8.
`Cc1cc(C)n(C(=O)CNc2ccc(C)c(C)c2)n1` gave TRHR enhancer 3, IDH1 R132H inh 1%, USP1-UAF1 inh -6%, TrxR1 substrate -15%, TRHR agonist -0.4, D2 agonist -0.4, Pin1 inhibitor 1%, TrxR1 inh 18%[57.1 µM] and D2 antagonist 5.
`O=C(Nc1ccc(C(=O)O)cc1)/C(=C\C=C\c1ccccc1)NC(=O)c1ccccc1Br` gave TRHR enhancer 1, IDH1 R132H inh 1%, USP1-UAF1 inh 1%, TrxR1 substrate inconclusive, TRHR agonist -1.8, D2 agonist -1.4, Pin1 inhibitor -1%, TrxR1 inh inconclusive and D2 antagonist -6.
CS(=O)(=O)N(Cc1ccccc1)c1ccc(C(=O)NCCSCc2ccco2)cc1 was read as TRHR enhancer 1, IDH1 R132H inh 4%, USP1-UAF1 inh -11%, TrxR1 substrate -16%, TRHR agonist -0.6, D2 agonist -0.6, Pin1 inhibitor 4%, TrxR1 inh inconclusive and D2 antagonist -17.
For O=C(NCc1cccc(C(F)(F)F)c1)c1cc(Cl)cc(Cl)c1 the results were TRHR enhancer 4, IDH1 R132H inh 6%, USP1-UAF1 inh -20%, TrxR1 substrate 2%, TRHR agonist 0.2, D2 agonist 2.4, Pin1 inhibitor -4%, TrxR1 inh 28% and D2 antagonist -4.
`CC1CCN(c2ccccc2NC(=O)c2ccc([N+](=O)[O-])o2)CC1` gave TRHR enhancer 1, IDH1 R132H inh -2%, USP1-UAF1 inh -13%, TrxR1 substrate -3%[57.1 µM], TRHR agonist 0.0, D2 agonist 0.4, Pin1 inhibitor 2%, TrxR1 inh 2%[57.1 µM] and D2 antagonist -4.
For O=C1CSc2ccc(S(=O)(=O)NCc3ccccc3Cl)cc2N1 the results were TRHR enhancer 4, IDH1 R132H inh 11%, USP1-UAF1 inh -21%, TrxR1 substrate -5%, TRHR agonist 0.3, D2 agonist 8.1, Pin1 inhibitor -1%, TrxR1 inh 6% and D2 antagonist 4.
COc1cc(C(=O)COC(=O)c2ccco2)cc(OC)c1OC was read as IDH1 R132H inh 6%, USP1-UAF1 inh -20%, TrxR1 substrate 9%[57.1 µM], Pin1 inhibitor 1% and TrxR1 inh 15%[57.1 µM].
Screening COc1ccc(NC(=O)CN2CCN(c3nc(-c4cccc(OC)c4)cs3)CC2)cc1 returned TRHR enhancer 3, IDH1 R132H inh 5%, USP1-UAF1 inh -11%, TrxR1 substrate 5%[57.1 µM], TRHR agonist -0.1, D2 agonist -0.1, Pin1 inhibitor 43%[activator], TrxR1 inh 21%[57.1 µM] and D2 antagonist 4.
For Cc1onc(-c2ccccc2Cl)c1C(=O)NC(=S)Nc1ccc(C(C)C)cc1 the results were TRHR enhancer 9, IDH1 R132H inh -12%, USP1-UAF1 inh -18%, TrxR1 substrate -12%, TRHR agonist -0.2, D2 agonist 0.2, Pin1 inhibitor 18%, TrxR1 inh 11% and D2 antagonist -8.
Screening CC1(C(=O)NCCc2c[nH]c3ccccc23)C=CC2(CCCCC2)N1C(=O)c1ccccc1 (centres undefined) returned TRHR enhancer 9, IDH1 R132H inh -1%, USP1-UAF1 inh -11%, TrxR1 substrate -2%, TRHR agonist 0.2, D2 agonist -0.7, Pin1 inhibitor -5%, TrxR1 inh 1% and D2 antagonist 7.

At a glance, some entries already given:
COc1cc(CCC(=O)NC2(C)CCS(=O)(=O)C2)cc(OC)c1OC (centres undefined) was read as TRHR enhancer -1, IDH1 R132H inh -7%, USP1-UAF1 inh 2%, TrxR1 substrate 0%, TRHR agonist 0.7, D2 agonist 1.0, Pin1 inhibitor 1%, TrxR1 inh 1% and D2 antagonist -12.
For COC(=O)c1c(NC(=O)CSc2nnnn2-c2ccccc2)sc2c1CCC(C(C)(C)C)C2 (centres undefined) the results were TRHR enhancer -11, IDH1 R132H inh 0%, USP1-UAF1 inh -21%, TrxR1 substrate -8%, TRHR agonist 0.0, D2 agonist -0.1, Pin1 inhibitor 51%[activator], TrxR1 inh -11% and D2 antagonist 0.

Continuation:
Screening Cc1ccc(-n2c(C)cc(C(=O)COC(=O)c3ccc[nH]c3=O)c2C)cc1C returned TRHR enhancer -3, IDH1 R132H inh 5%, USP1-UAF1 inh -3%, TrxR1 substrate -13%, TRHR agonist -0.3, D2 agonist -1.8, Pin1 inhibitor 1%, TrxR1 inh -16% and D2 antagonist 3.
For Cc1ccc(NC(=O)/C(=C\c2ccco2)NC(=O)c2ccco2)cc1 the results were TRHR enhancer 15, IDH1 R132H inh 11%, USP1-UAF1 inh -5%, TrxR1 substrate -4%[57.1 µM], TRHR agonist 0.0, D2 agonist 0.4, Pin1 inhibitor 57%[activator], TrxR1 inh inconclusive and D2 antagonist 4.
For COc1cc(Cl)c(C)cc1NC(=O)CCc1nc2cccnc2n1Cc1cccs1 the results were TRHR enhancer -7, IDH1 R132H inh 7%, USP1-UAF1 inh inconclusive, TrxR1 substrate -4%, TRHR agonist -1.4, D2 agonist -1.1, Pin1 inhibitor inconclusive and TrxR1 inh 11%.
`Cc1nn(CC(=O)c2ccccc2)c(=O)c2nn(-c3ccccc3F)c(C)c12` gave TRHR enhancer -3, IDH1 R132H inh 6%, USP1-UAF1 inh -3%, TrxR1 substrate 8%[57.1 µM], TRHR agonist -0.7, Pin1 inhibitor -4% and TrxR1 inh 14%[57.1 µM].
CCN(CC)C(=O)c1sc2c(c1C)c(=O)n(Cc1ccccc1)c(=O)n2Cc1c(C)cc(C)cc1C was read as TRHR enhancer -5, IDH1 R132H inh -14%, USP1-UAF1 inh -12%, TrxR1 substrate 0%[57.1 µM], TRHR agonist 0.1, D2 agonist 0.0, Pin1 inhibitor 9% and TrxR1 inh 9%[57.1 µM].
Cc1noc(C(=O)Nc2cccnc2)c1Cl was read as TRHR enhancer 0, IDH1 R132H inh 14%, USP1-UAF1 inh -18%, TrxR1 substrate 6%, TRHR agonist 0.4, D2 agonist 0.2, Pin1 inhibitor 11%, TrxR1 inh 6% and D2 antagonist 18.
